# High-throughput results (PubChem BioAssay)
# TLR9-MyD88 inh = inhibitors of TLR9-MyD88 association in cells, primary screen, cell-based, CHO, BLA complementation, fluorescence | Toll-like receptor 9 (Homo sapiens) + Myeloid differentiation primary response protein … | CCF4 FRET ratio | inhibition, % at 4.98 µM | actives 0.21% (n = 340,000) | AID 504734, 2011;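 active means inhibition above the mean over all tested compounds plus 3 SD, cut at about 21% in these data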;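 further: 0% = DMSO only wells and 100% = clavulanate BLA inhibitor control wells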
# NOD2-RIPK2 inh = NOD2-RIPK2 binding disruptors in cells, primary screen, fluorescence, CHO cells, BLA complementation | CCF4 ratio | AID 624267, 2012 | actives 0.38% (n = 360,000) | inhibition, % at 4.98 µM; in the data active means inhibition above about 21%;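 further: 0% = vehicle only and 100% = reference blocker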
# TWEAK Fn14 block = inhibitors of TWEAK-Fn14 signaling, primary screen, luciferase reporter cells, uHTS. TWEAK-stimulated Fn14 reporter cells, luciferase luminescence, 8 h. AID 1159606, 2016. actives 2% (n = 360,000). inhibition, % at 10 µM; in the data active means inhibition above about 50%
# TRAIL sens C8 = viability loss with TRAIL in NB7+C8 cells, primary screen, TRAIL sensitizer project, cell-based, ATPlite luminescence | inhibition (viability loss, TRAIL sensitization), % at 10 µM | actives 1% (n = 360,000);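 active means compounds causing at least 50% loss of cell viability in the single-dose screen, relative to plate controls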
# NCOA1 inh = SRC1 coactivator transcriptional activity inhibitors, primary screen, cell-based, luminescence | HEK293 GAL4-SRC1 luciferase reporter | inhibition, % at 3.6 µM | actives 0.12% (n = 360,000) | AID 588354, 2011;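 active means inhibition above the campaign mean plus 3 SD, with each screening campaign given its own cutoff, cut at about 60% in these data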;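 further: 0% = DMSO treated cells and 100% = gossypol at 36 µM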
# NCOA3 inh = SRC3 coactivator transcriptional activity inhibitors, primary screen, cell-based, luminescence; Nuclear receptor coactivator 3 (Homo sapiens), Q9Y6Q9; HEK293 GAL4-SRC3 luciferase reporter; inhibition, % at 3.6 µM; actives 0.17% (n = 360,000); AID 588352, 2011;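 active means inhibition above a per-campaign cutoff, the mean of all compounds plus 3 SD, cut at about 60% in these data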;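 further: 0% = DMSO-treated cells and 100% = gossypol-treated cells at 36 µM; higher means less SRC3-driven luciferase light from the GAL4 reporter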
# NR5A2 inv ag = LRH-1 (NR5A2) inverse agonists, primary screen, cell-based, luminescence, HEK293T, StAR-luciferase reporter | LRH-1 transfected, 24 h | inhibition, % at 3.6 µM | actives 0.13% (n = 360,000) | AID 602396, 2012;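 active means inhibition above the mean inhibition of all tested compounds plus 3 SD, cut at about 73% in these data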;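 further: 0% = DMSO wells and 100% = reporter-only cells lacking LRH-1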
# TROY signal inh = inhibitors of TROY-driven NF-kB signaling, primary screen, Q293 LMP1-TROYcd cells, NF-kB luciferase, uHTS; Q293 LMP1-TROYcd NF-kB luciferase reporter, 4 h; inhibition, % at 10 µM; actives 0.98% (n = 360,000); AID 1347056, 2019;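 active means compounds whose plate-normalised and pattern-corrected inhibition of the luciferase reporter signal at the single screening dose is 50% or more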
# EBV LMP1 NFkB = EBV LMP1-driven NF-kappaB luciferase reporter inhibitors, primary screen, cell-based, luminescence, single point | inhibition, % at 12.5 µM | actives 0.69% (n = 350,000) | LMP1-induced NF-kappaB luciferase reporter cells; in the data active means inhibition above about 41%;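 further: 0% = neutral control wells and 100% = reference inhibitor control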
# NCOA2 inhibitor = inhibition of GAL4-SRC2 driven luciferase reporter, primary screen, SRC2 inhibitor project, cell-based, luminescence; inhibition, % at 9 µM; HEK293 GAL4-SRC2 luciferase reporter; actives 0.17% (n = 370,000); Nuclear receptor coactivator 2 (Homo sapiens), Q15596;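 active means inhibition above the mean inhibition of all tested compounds plus 3 SD, set per campaign, cut at about 52% in these data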;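 further: 0% = DMSO treated cells and 100% = cells given Gossypol at 36 µM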
# COUP-TFII inh = NR2F2 transcriptional activity inhibitors, primary screen, cell-based, luciferase reporter, HEK293T, luminescence. COUP transcription factor 2 (Homo sapiens), P24468. HEK293T NGFI-A luciferase reporter. inhibition, % at 8.6 µM. actives 0.7% (n = 370,000). AID 686940, 2013;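 active means inhibition above a per-plate cutoff, mean inhibition of test wells between control levels plus 3 SD, cut at about 38% in these data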;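 further: cells cotransfected with COUP-TFII expression vector driving the NGFI-A reporter; 0% = median of COUP-TF2 test wells and 100% = reporter-only cells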
# Active calls of the source: *; x = not tested or not shown.
nr	mol	TWEAK Fn14 block	TROY signal inh	NCOA1 inh	NOD2-RIPK2 inh	COUP-TFII inh	EBV LMP1 NFkB	NCOA3 inh	TRAIL sens C8	NR5A2 inv ag	NCOA2 inhibitor	TLR9-MyD88 inh
1	Cc1ccc(C2(C)NC(=O)N(CC(=O)NCCC3=CCCCC3)C2=O)cc1 (configuration not stated)	-7	10	2	-1	-1	-22	0	0	31	16	0
2	CCc1nnc(NC(=O)CN2C(=O)c3ccccc3S2(=O)=O)s1	0	-5	-8	-10	11	-2	16	7	6	-5	0
3	COc1ccc(-n2nnnc2CNC(=O)C2CC(=O)N(c3ccc(Cl)cc3)C2)cc1 (configuration not stated)	11	6	0	1	8	4	3	17	13	-4	-10
4	COc1ccccc1C(O)(C(=O)NNc1cccc(C)c1)c1ccccc1OC	-11	-9	9	-4	0	1	12	3	-9	-8	-10
5	O=C(c1cc(COc2ccccc2)on1)N1CCCC(CN2CCOCC2)C1 (configuration not stated)	0	-29	-55	-4	-12	-10	-25	-2	-23	-25	-9
6	COc1ccc2c(C)c(C)c(=O)oc2c1OC	-6	-5	-15	-5	0	-2	8	2	14	8	1
7	CCCCc1nnc(NC(=O)CN2C(=O)c3ccccc3C2=O)s1	0	-2	-6	6	6	0	-5	-7	-9	11	6
8	O=C(CCCOc1ccc(Cl)cc1Cl)NCCCO	-23	0	-7	-1	-14	-11	-26	13	-11	-19	-18
9	CC(=O)Nc1ccc(NC(=O)COC(=O)C2CCC(C(C)(C)C)CC2)cc1 (configuration not stated)	1	-2	-21	-5	1	21	-11	0	11	-24	1
10	O=C(COC(=O)/C=C/c1cccc(Br)c1)Nc1ccc(Cl)cn1	14	-8	9	0	-14	1	-12	-3	6	-55	-11
11	CO/N=C(\N)c1ccc([N+](=O)[O-])cc1	1	-7	-14	-2	22	6	5	0	-18	-7	-2
12	CC(=O)N1Cc2cc(C(=O)NCC(F)(F)F)nc(-c3cccc(-c4cccnc4)c3)c2[C@@H]1CCO	17	16	x	7	-35	x	x	8	32	21	x
13	CCN(CC)C(=O)C12CC3CC(CC(Cl)(C3)C1)C2	5	-10	-8	8	7	-3	21	-8	19	-24	-1
14	CCCCC[C@H]1CCCCC[C@@H](O)C[C@@H](O)[C@@H](O)/C=C/C(=O)O1	-8	6	x	-8	0	x	x	-11	16	-1	x
15	CC(=O)c1cccc(NC(=O)CN2CCc3cc4c(cc3C2C)OCCCO4)c1 (configuration not stated)	14	9	-8	-2	27	4	8	-7	12	33	-21
16	CN(C)c1cccc2c1c(NC(=O)c1ccc(Cl)cc1)nn2C	-29	0	-8	-2	3	-35	19	1	5	10	-4
17	Cc1nc(C(F)(F)F)ccc1C(=O)N1CCCC1(C)C(=O)NCC(C)C (configuration not stated)	5	-1	-7	-5	2	x	5	-19	-15	-4	x
18	COc1ccc(C(=O)NCc2ccc(N3CCN(C(=O)OC(C)(C)C)CC3)cc2)cc1	-4	-2	-13	-4	4	0	2	14	16	6	-3
19	Cc1c(N2C(=O)/C(=C/C3CC=CCC3)SC2=S)c(=O)n(-c2ccccc2)n1C (configuration not stated)	26	-5	-15	10	14	x	12	-7	-11	19	x
20	COc1ccc(-n2c(-c3cnccn3)n[nH]c2=S)cc1	16	-12	-3	-4	-13	-18	-15	3	-5	-4	2
21	CCn1c(C)c(C)c2cc(C(=O)Nc3cccc(Cl)c3)ccc21	-43	-91	-24	-5	-29	53*	-46	5	-108	-39	-3
22	CCOC(=O)c1nn(-c2ccc(F)cc2)c(=O)c(C#N)c1C	-5	-21	2	-10	-3	11	4	-6	5	1	-3
23	O=C(NCc1ccccc1)c1n[nH]nc1-c1ccccc1O	14	-42	-19	-49	-66	-13	-79	3	-32	-2	-1
24	CCc1nnc2c(NCCc3ccc(OC)c(OC)c3)nc3ccccc3n12	1	-13	-19	2	-10	3	-2	-7	2	-31	2
25	Cn1cccc1/C=C(\C#N)C(N)=S	0	3	-2	-15	-22	10	20	16	0	1	-10
26	CN(c1ccc(S(=O)(=O)N2CCOCC2)cn1)C1CCCCC1	4	-18	2	2	18	-7	10	6	14	-9	6
27	CC1=CC(C)(C)N(C(=O)CN2C(=O)c3ccccc3C2=O)c2ccc(C)cc21	-1	-10	12	-2	-24	-18	16	0	7	13	4
28	O=[N+]([O-])c1ccccc1OCCOCCOc1cccc2cccnc12	75*	87*	17	-1	1	-8	10	-12	-3	-1	-3
29	COc1cc(C#Cc2ccc3cc(CCO)oc(=O)c3c2)cc(OC)c1	-78	-45	-80	1	-74	-21	-100	14	-92	-70	-5
30	Cn1c(=O)n(C)c2cc(N3CCCCC3)c(NC(=O)c3cccc(Cl)c3)cc21	-7	-9	2	-6	-4	-3	19	-6	-7	-34	-15
31	CNS(=O)(=O)c1ccc(NC(=O)C2CC(=O)N(c3ccc(Cl)cc3)C2)cc1 (configuration not stated)	14	-2	-6	-6	-10	-13	1	-8	-8	-30	0
32	CN(C(=O)c1ccc(NC(=O)Cc2cccc(NC(=O)C3CCCN(C(=O)C4CCCC4)C3)c2)cc1)C1CCCC1 (configuration not stated)	-6	-1	-5	-5	16	2	-10	-1	-31	-29	0
33	N/C(=N\OC(=O)CCCN1C(=O)c2ccccc2C1=O)c1ccc(Cl)cc1	7	19	7	0	14	1	3	7	13	12	6
34	Cc1ccc(Cl)cc1N1CCN(S(=O)(=O)N2CCCCC2)CC1	4	-1	-2	-1	-3	4	-1	-4	6	-1	6
35	CCN(CC(=O)Nc1ccccc1C(F)(F)F)C(=O)c1ccccc1OCc1ccc(F)cc1	-3	-12	3	-2	10	6	16	-7	7	22	6
36	COc1ccc(Cl)cc1C(=O)NNC(=O)c1cccc([N+](=O)[O-])c1	-7	10	7	-17	-11	10	8	5	9	18	-1
37	CCN(CC)CCNS(=O)(=O)c1ccc(OC)c(Br)c1	17	-11	-2	5	-7	3	23	-6	-1	-13	7
38	COc1ccc(OC)c(N(CC(=O)N2CCCC2)S(=O)(=O)c2ccc(C)cc2)c1	7	-19	3	-9	1	-3	2	-7	5	12	1
39	Cc1cc(C(=O)N/N=C2\CC(=O)CC(C)(C)C2)c2ccccc2n1	-8	16	-26	1	9	-9	1	-3	5	-18	-6
40	O=C(NCc1ccc(C(F)(F)F)cc1)c1cccc2c(-c3ccc(F)c(F)c3)coc12	2	-4	2	-8	7	x	-13	-2	-2	0	x
41	NNC(=O)C(=O)Nc1ccc(O)cc1	-6	0	30	-7	-3	-3	34	-1	37	-6	-1
42	O=[N+]([O-])c1ccc(S(=O)(=O)NCC(c2cccnc2)N2CCOCC2)cc1 (configuration not stated)	2	-14	-1	-6	-9	10	9	-1	-2	-13	4
43	NC(=O)c1nsc(C(=O)N(Cc2ccco2)C(C(=O)NC2CCCC2)c2ccc(O)cc2)c1N (configuration not stated)	23	10	-17	-5	18	-8	4	14	23	4	-2
44	COc1ccc(C2(O)CCN(Cc3nnnn3Cc3ccc(C)cc3)CC2)cc1	3	-14	-4	2	0	-10	-5	-18	-10	-3	8
45	Cc1ccc[n+](CC(=O)Nc2ccc([N+](=O)[O-])cc2)c1	-6	9	-6	0	15	-5	-4	-13	53	15	1
46	Cn1c(=O)cc(OCC(=O)N2CCN(c3ccccc3F)CC2)c2ccccc21	-4	5	-9	4	-9	-6	15	-10	-4	-22	6
47	Brc1ccc(CSc2nnc(-c3ccco3)o2)cc1	-17	-89	-24	-8	-14	-11	-22	-5	0	-55	-1
48	COc1ccccc1N(C)S(=O)(=O)c1ccc(Cl)c(C(=O)Nc2ccccc2N2CCOCC2)c1	1	11	-20	-1	-12	3	-8	32	4	4	-1
49	CCc1cccc(CC)c1NC(=O)CSc1nc2ccc(N3C(=O)C4C(C3=O)[C@H]3C=C[C@@H]4C3)cc2s1 (some centres not stated)	3	25	5	4	10	2	33	26	13	13	7
50	CC(C)(C)C(=O)NC(=S)NNC(=O)c1ccc(-c2ccccc2)cc1	-43	10	8	-1	x	34	-3	22	6	x	10

# Next entries follow.
nr	mol	TWEAK Fn14 block	TROY signal inh	NCOA1 inh	NOD2-RIPK2 inh	COUP-TFII inh	EBV LMP1 NFkB	NCOA3 inh	TRAIL sens C8	NR5A2 inv ag	NCOA2 inhibitor	TLR9-MyD88 inh
51	CC(=O)c1c(C)[nH]c(C(=O)N2CCCC(C)C2)c1C (configuration not stated)	10	-2	-10	-8	10	5	11	-10	3	-13	2
52	NS(=O)(=O)c1ccc(CCNC(=O)COC(=O)CN2C(=O)C3CCCCC3C2=O)cc1 (configuration not stated)	23	-11	-22	0	1	-1	20	-1	-3	-9	2
53	Cc1ccc(S(=O)(=O)N2CCOCC2)cc1NC(=O)CSc1nnnn1C1CC1	16	-5	7	-6	0	1	2	5	5	-8	3
54	CCC1/C(=N\O)CC(c2ccco2)NC1c1ccco1 (configuration not stated)	10	10	-6	1	-10	-4	-8	-11	-10	-24	-10
55	COc1ccc(C(=O)O/N=C(/c2ccccc2)c2ccncc2)cc1OC	9	22	-5	-5	8	4	11	-6	6	-15	5
56	O=C(CCC1CCCC1)Nc1ccc([N+](=O)[O-])cn1	-28	-53	-31	0	-23	-5	-30	-1	-47	-22	2
57	COC(=O)[C@@]1(Cc2ccc(F)cc2)[C@H]2c3cc(C(=O)N(C)C)n(CCN4CCOCC4)c3C[C@H]2CN1C(=O)c1ccccc1	24	-14	x	7	8	x	x	-20	-4	12	x
58	CN(C(=O)COC(=O)c1cc(=O)[nH]c2ccccc12)c1c(N)n(Cc2ccccc2)c(=O)[nH]c1=O	-5	-12	-15	-4	-7	-5	-1	-7	15	-1	-3
59	CC(C)CC1(C)NC(=O)N(CC(=O)Nc2cccc(S(=O)(=O)N(C)c3ccccc3)c2)C1=O (configuration not stated)	-3	-3	-1	-11	-9	-30	6	-1	12	-7	-1
60	CC(=O)c1ccc2c3c(cc(C)c2c1)CCCC3	-24	-47	4	0	-8	-4	-16	-8	17	-21	7
61	O=C(NCCSc1c[nH]c2ccccc12)c1ccco1	-4	-33	-10	4	-15	-12	-2	4	27	-5	-5
62	COc1ccc(C(=S)N2CCCCC2)cc1Br	-13	3	-14	0	-8	4	-3	-4	-4	0	0
63	COc1ccccc1CNC(=O)c1oc2ccc(S(=O)(=O)N3CCCC3)cc2c1C	24	-12	8	0	x	4	8	-2	-6	x	0
64	O=C(NCC(c1ccco1)N1CCc2ccccc2C1)c1ccc(Cl)cc1 (configuration not stated)	11	-5	-30	0	-4	1	-5	-5	-4	-10	-6

# Not all compounds are listed (hit frequency here may not be typical).
